Bioassay records as filed in PubChem BioAssay.
Platelet DG rel = inhibitors of platelet dense granule secretion, primary screen, cell-based, MLPCN, human platelets | human platelet-rich plasma, SFLLRN dense granule ATP release, luminescence | inhibition, %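 (compounds screened at 7.5 µM in platelet-rich plasma)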 | 300,000 tested, 0.22% active;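 active = mean replicate score, as percent of positive control, at or above 50; inconclusive = mean below 50 but at least one replicate at or above 50; inactive = mean and every replicate below 50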
HSF-1 act = HSF-1 activators, primary screen, NIH3T3-HGL cells, MG132 stress, luminescence, single point. activation, % at 9 µM. 300,000 tested, 1.7% active. NIH3T3-HGL HSF-1 luciferase reporter, 8 h; 100% = twice DMSO control signal. AID 504408, 2011;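 active = mean replicate activation of at least 50% with a set share of replicates each reaching 50%; inconclusive = only one of those two conditions met; inactive = mean below 50% and too few replicates reaching it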;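 also: 0% = median of the neutral control wells and 100% = twice that signal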
IEC-6 cytotox = cytotoxicity in IEC-6 intestinal epithelial cells, primary screen, cytotoxicity control for KLF5 inhibitor project, cell-based, luminescence | IEC-6 cytotoxicity, luminescence viability | inhibition, % at 5 µM | 290,000 tested, 0.78% active | AID 1825, 2009; in the data active = inhibition above about 22%;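 also: 0% = plate median of test compound wells and 100% = cytotoxic reference compound wells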
KLF5 inh = KLF5 expression inhibitors, primary screen, DLD-1 cells, luminescence. DLD-1 KLF5 promoter-luciferase reporter. inhibition, % at 5 µM. 290,000 tested, 0.23% active. AID 1700, 2009;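 active = inhibition above a per-plate limit of that plate's mean compound inhibition plus 3 SD, cut at about 60% in these data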;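 also: 0% = DMSO wells and 100% = LY294002 at 200 µM; higher means less KLF5 promoter-driven luciferase light; inactives centre near -14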
GSK3beta inhib = human GSK3beta kinase inhibitors, primary screen, biochemical, cell-free homogeneous, HTS | Glycogen synthase kinase-3 beta (Homo sapiens), P49841 | GST-GSK3beta kinase, ADP-Glo luminescence, 60 min; stronger effect = lower value | activity score (negative = inhibition), % at 10 µM | 300,000 tested, 0.038% active;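 active = more than half of replicate wells score below -50%, meaning over 50% inhibition versus plate controls; inconclusive = some replicates but at most half score below -50%; inactive = no replicate scores below -50%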;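 also: 0% = median DMSO wells and -100% = median GW8510 positive control wells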
Target sequence (P49841 whole entry, looked up): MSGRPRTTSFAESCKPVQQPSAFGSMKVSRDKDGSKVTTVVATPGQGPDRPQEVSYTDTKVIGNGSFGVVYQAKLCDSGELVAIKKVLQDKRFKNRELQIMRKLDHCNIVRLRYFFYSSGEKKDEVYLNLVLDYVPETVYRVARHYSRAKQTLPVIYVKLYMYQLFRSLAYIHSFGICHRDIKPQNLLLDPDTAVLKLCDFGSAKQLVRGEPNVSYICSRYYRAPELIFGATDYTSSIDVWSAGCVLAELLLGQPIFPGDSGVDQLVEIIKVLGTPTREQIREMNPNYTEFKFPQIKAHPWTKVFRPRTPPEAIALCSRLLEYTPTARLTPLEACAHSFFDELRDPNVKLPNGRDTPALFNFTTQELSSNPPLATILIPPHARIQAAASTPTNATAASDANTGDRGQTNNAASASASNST
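Assay system: GST-tagged human GSK3beta kinase, cell-free; Input: 1.6 ng GSK3beta; Medium: Tris/MgCl2 kinase buffer; Timing: 60 min enzyme reaction, room temperature; Signal: ADP-Glo luminescence quantifying ADP generated by kinase; Evaluation: score relative to plate controls; Benchmarks: DMSO neutral wells and GW8510 at 20 µM as positive.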
HSP90 inh = HSP90 inhibitors, primary screen, cell lysate, luminescence. Rabbit reticulocyte lysate, luciferase refolding luminescence, 3 h. AID 1789, 2009. Heat shock protein HSP 90 (rabbit reticulocyte lysate; luciferase refolding). inhibition, % at 5.6 µM. 290,000 tested, 0.91% active;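 active = inhibition above the screen-wide mean plus 3 SD, computed separately per campaign, cut at about 16% in these data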;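 also: 0% = DMSO wells and 100% = 60 µM geldanamycin wells; inhibitors lower the luminescence because luciferase stays unfolded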
aSyn 5UTR inh = MLPCN primary screen, SNCA 5' untranslated region; alpha-synuclein 5'UTR reporter, inhibitor activity; inhibition, % (tested at 7.5 µM); 300,000 tested, 0.82% active; AID 1813, 2009; in the data active = inhibition above about 60%; inconclusive = no clear call, values can overlap the other calls;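 also: H4 neuroglioblastoma cells stably carrying SNCA 5'UTR luciferase fusion; 0% = DMSO wells and 100% = positive control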
DYRK1A inh = rat Dyrk1A kinase inhibitors, primary screen, biochemical, single point, plate reader; Dual specificity tyrosine-phosphorylation-regulated kinase 1A (Rattus norvegicus), Q63470; ADP-Glo luminescence, NFATc1 peptide; inhibition, % at 12.5 µM; 310,000 tested, 0.43% active; AID 504441, 2011; in the data active = inhibition above about 50%;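 also: plate controls were vehicle with enzyme for no effect and no enzyme for full effect; many of its hits are not listed in these tables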
GSK3A inh = blockers of GSK3A enzyme activity – biochemical, luminescence, cell-free homogeneous, HTS, primary screen; Glycogen synthase kinase-3 alpha (Homo sapiens), P49840; GSK-3 alpha kinase, ADP-Glo luminescence, 60 min; inhibition, % at 10 µM; 320,000 tested, 0.1% active;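 in the data active = inhibition above about 50%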;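 also: GST-tagged GSK-3 alpha with peptide substrate and 25 µM ATP; 0% = DMSO neutral wells and 100% = GW8510 positive control wells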
Target sequence (P49840 whole entry, looked up): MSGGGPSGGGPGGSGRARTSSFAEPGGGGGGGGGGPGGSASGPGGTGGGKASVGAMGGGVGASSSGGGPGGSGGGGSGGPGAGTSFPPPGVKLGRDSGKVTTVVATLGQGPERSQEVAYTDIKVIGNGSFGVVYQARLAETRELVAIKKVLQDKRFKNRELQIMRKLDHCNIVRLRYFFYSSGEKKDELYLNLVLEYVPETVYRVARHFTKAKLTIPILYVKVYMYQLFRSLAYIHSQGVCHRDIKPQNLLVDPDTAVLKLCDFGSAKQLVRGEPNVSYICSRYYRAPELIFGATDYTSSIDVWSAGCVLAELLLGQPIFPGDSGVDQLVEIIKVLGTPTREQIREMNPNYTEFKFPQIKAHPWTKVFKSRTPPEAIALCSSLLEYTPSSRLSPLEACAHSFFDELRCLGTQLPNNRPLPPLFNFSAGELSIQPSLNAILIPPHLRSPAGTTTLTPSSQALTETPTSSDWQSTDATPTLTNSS
HSF1 inh = HSF1 inhibitors in luciferase reporter cells, primary screen, cell-based, NIH3T3, luminescence | NIH3T3-HGL HSE-luciferase, MG132-induced, luminescence 8 h; stronger effect = lower value | activity change, negative = inhibition, % at 7.5 µM (by protocol) | 300,000 tested, 0.77% active | AID 2098, 2009;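 active = more than half of replicate wells show activity change below -50%, luminescence cut by over half; inconclusive = some wells, but at most half, below -50%; inactive = no replicate well below -50%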;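 also: luciferase reports HSF-1 transcriptional activity via heat shock element; 0% = median of DMSO wells and -100% = zero luminescence signal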
Starred values were filed as active, the others as inactive; ? = inconclusive; nt = no result given. A portion of the library; the hit share may differ from the screen's.

SMILES	Platelet DG rel	HSF-1 act	IEC-6 cytotox	KLF5 inh	GSK3beta inhib	HSP90 inh	aSyn 5UTR inh	DYRK1A inh	GSK3A inh	HSF1 inh
COc1cc(SC)ccc1C(=O)OCC(=O)NCC(C)C	-3	37	5	-3	3	0	-15	nt	0	7
Cn1c(-c2ccc(F)cc2)cnc1NCc1ccc(F)cc1F	-5	12	8	-50	0	1	-13	3	nt	-3
COc1ccc(CCN2C(=O)CC(C(N)=O)SC2=Nc2ccccc2)cc1OC (centres undefined)	9	5	-3	4	2	0	14	4	1	6
COc1cnn(-c2ccc(C)cc2)c(=O)c1SCc1ccccc1	-2	21	0	-62	2	-2	-77	-8	-1	8
CCCNC(=O)/C(C#N)=C1\N=C(NC(=O)c2ccco2)c2ccccc21	-1	10	1	-7	-2	-5	-33	nt	0	-3
CC(C)C(=O)NC(NC(=O)C(C)C)c1ccc([N+](=O)[O-])cc1	-51	0	2	-11	-1	-1	0	12	-3	-7
CCN1C(=O)c2ccc(C(=O)Nc3ncc(C)s3)cc2C1=O	6	29	0	-18	4	3	-28	-3	-2	19
Cc1nn(C)c(C(=O)NNC(=S)Nc2ccc(F)cc2)c1[N+](=O)[O-]	7	13	9	-11	0	4	-8	-4	-4	5
NNC(=O)c1csc(-c2cccc(C(F)(F)F)c2)n1	14	-4	4	8	1	0	7	nt	-3	-3
O=C(c1ccc(S(=O)(=O)NCc2ccco2)cc1)N1CCN(Cc2ccccc2)CC1	6	-6	0	-24	3	0	-21	-4	-3	0
Cc1ccc(-n2cc3ccc([N+](=O)[O-])cc3n2)cc1	3	59*	-6	-206	2	9	-32	-11	-4	32
COc1ccccc1NC(=S)N1CC(C)OC(C)C1 (centres undefined)	-2	-3	-5	1	-1	1	19	2	-2	-10
Nc1cc(-c2ccc(OC(F)(F)F)cc2)nn1-c1ccc(Cl)c(Cl)c1	-5	-2	3	-14	3	0	-24	nt	-1	-4
Cc1cc(NC(=O)CSc2nnc(C)n2-c2ccccc2)no1	8	-8	-2	-22	3	2	-9	nt	0	-1
CCc1nnc(NC(=O)CSc2nc(SC)ns2)s1	3	-3	3	8	-3	1	-10	-5	nt	-1
Cc1noc(C)c1C(=O)OC(C)C(=O)Nc1ccc(S(=O)(=O)NC(C)C)cc1 (centres undefined)	-5	-4	2	7	-2	-1	1	2	-2	-10
CCCn1c(C(CO)Nc2nc(-c3cccc(Br)c3)cs2)nc2ccccc21 (centres undefined)	17	8	1	-11	0	-2	-4	-7	-1	12
Clc1ccccc1-c1nnc2sc(-c3ccc(Br)o3)nn12	0	5	-1	27	-1	4	17	6	4	-6
NC(=O)C(=O)NN=C1C2CC3CC(C2)CC1C3	-4	-7	4	-34	-3	-2	-19	nt	1	-7
COc1ccc(C(=O)/C=C2/C(=O)Nc3ccccc32)cc1OC	2	243*	8	-23	0	2	-9	5	-2	181
COc1ccc(C)cc1N(C(=O)c1ccccc1F)c1nc2ccccc2s1	5	nt	-1	4	-5	8	46	-1	nt	nt
COc1ccc(Nc2nc(C)cc(C)c2C#N)cc1OC	16	-61	6	24	1	-1	5	0	2	?
O=C(CN1CCC(NC(=O)c2cccc(F)c2)CC1)NCc1ccccc1F	3	-4	-2	-2	2	1	-1	6	0	-3
CC(OC(=O)c1cccc(-n2cnnn2)c1)C(=O)Nc1ccccc1F (centres undefined)	8	-7	nt	nt	-5	nt	-3	1	-4	-8
COc1cc(NC(=O)CCS(=O)(=O)c2ccc3c(c2)n(C)c(=O)c(=O)n3C)cc(OC)c1	4	-30	4	4	1	-3	-30	1	nt	-13
CCCCCCOC(=O)c1ccc(OC(=O)c2cccnc2)cc1	-1	58*	2	-59	0	-7	-101	14	-1	31
COc1cccc(-n2nnc3c(=O)n(CC(=O)N4CCCc5ccccc54)cnc32)c1	-1	-3	3	-11	0	-1	22	5	2	-8
Cc1ccc(SCCC(=O)Nc2cccc(N(C)S(C)(=O)=O)c2)cc1	-5	16	-2	-36	3	1	23	-4	3	11
O=S(=O)(NCc1ccco1)c1ccc2ccccc2c1	-4	14	1	-14	-1	-3	-30	6	-1	-5
O=C(CSc1nnc(Cn2c(=O)sc3ccccc32)n1CCc1ccccc1)N1CCCC1	2	-2	-2	1	3	-1	-15	7	nt	-3
O=C(COC(=O)Cc1ccc(Cl)cc1Cl)NCCC1=CCCCC1	4	-8	1	-11	-1	1	-29	-1	0	3
Clc1cccc(COn2c(-c3ccc(Cl)cc3Cl)nc3ncccc32)c1	0	17	10	4	-2	2	-45	14	1	-4
CCN(CCNC(=O)Nc1ccc(Cl)cc1)c1ccccc1	-1	42	11	-2	-1	-2	-1	8	-4	27
O=C(COC(=O)c1ccc(NS(=O)(=O)c2cccs2)cc1)Nc1nc2c(F)c(F)c(F)cc2s1	nt	nt	-3	-12	nt	0	nt	1	nt	nt
O=C(O/N=C\c1ccc(N2CCOCC2)c([N+](=O)[O-])c1)c1ccc(F)cc1	10	-3	-2	-23	1	0	-5	-8	3	-3
O=C(CN1CCC(Cc2ccccc2)CC1)Nc1ccc2c(c1)OCCO2	-1	9	-2	-10	4	0	16	nt	-2	-4
N#C/C(C(=O)NCc1ccco1)=C1/SC=C(c2ccccc2)N1c1ccccc1	-1	-6	-4	-19	-1	1	27	0	0	-1
Cc1nnsc1C(=O)N1CCN(c2ccc(F)cc2)CC1	2	2	-7	-20	5	-2	-2	nt	1	1
O=C(O)c1cc(Cl)c(Cl)cc1C(=O)Nc1cccc2cccnc12	-2	-17	13	-44	-2	-2	21	-4	-2	-3
Cc1ccc(-c2noc(CN3CCOCC3)n2)cc1	3	13	2	-117	-3	6	-87	-3	0	16
Cc1ccc(S(=O)(=O)N2CCCC2C(=O)NC2CCCCC2)cc1 (centres undefined)	6	-13	3	-17	1	-2	-12	2	-1	-5
CCCCN1C(=O)C(=O)N(CC(=O)Nc2sc(C)c(CC)c2C(=O)OCC)C1=O	-5	-14	nt	nt	-3	nt	0	-3	1	3
Cc1ccc(C(C(=O)NCc2ccco2)N(Cc2ccco2)C(=O)CNC(=O)c2ccco2)cc1 (centres undefined)	0	43	0	-17	-5	5	-18	1	-2	1
CC(C)c1cc(C(=O)NC2CCCCC2)no1	1	14	1	-57	-3	7	-148	-3	3	2
O=C(CSc1nnc(-c2ccccc2NC(=O)c2ccccc2)o1)OC1CCCCC1	nt	nt	-2	-26	0	3	nt	0	0	nt
CC1C=CCC2C(=O)N(c3ccc(OC(=O)c4cccs4)cc3)C(=O)C12 (centres undefined)	1	-5	3	-6	-4	-2	3	-2	-3	3
Cc1cccc(-n2cc(CN(C)Cc3nccn3C)c(-c3cccc(F)c3)n2)c1	-5	-8	4	4	3	0	-3	3	-5	-10
Cc1c(/C=C2\SC(=O)N(CC(=O)Nc3ccc4c(c3)OCO4)C2=O)c2ccccc2n1C	4	24	1	-22	-1	0	5	5	-2	2
O=C(OCCN1C(=O)c2cccc3c(N4CCOCC4)ccc(c23)C1=O)c1ccccc1Cl	7	2	5	-6	0	2	-30	0	-1	4
COc1ccccc1NC(=S)N(CCCN(C)C)Cc1cc2cc3c(cc2[nH]c1=O)OCO3	7	-1	2	-32	0	-3	6	-7	1	-7
Cc1ccc(C)c(NC(=O)c2cc(-c3cc(C)ccc3O)n[nH]2)c1	6	92*	5	-119	-2	2	-211	-9	5	48
O=C(COC(=O)Cc1ccc(F)cc1)NC1CCS(=O)(=O)C1 (centres undefined)	-1	6	nt	nt	2	nt	9	-4	-1	2
NC(=O)c1ccccc1NS(=O)(=O)c1cccs1	3	9	-3	-32	3	0	-5	0	-2	0
Nc1ccc(-c2nc3c(Cl)cc(N)cc3[nH]2)cc1	5	2	8	42	-2	-2	85*	4	1	-1
CCN(CC)C(=O)CS(=O)(=O)CC(=O)Nc1cc(OCCOC)c(Cl)cc1Cl	0	29	-6	-10	2	0	0	-7	-6	5
CCOc1ccc(C(=O)N/N=C/c2ccc(SC)cc2)cc1	-4	7	0	-10	1	4	-6	4	-2	5
CC1(C)C(CC2OCC(CN3CCCCC3)O2)[C@H]2CC[C@@H]1C2 (some centres undefined)	-3	2	-10	-12	-3	0	-2	nt	-3	-2
CC(C)OC(=O)CC1C(=O)NCCN1C(=S)NC(=O)c1ccccc1Cl (centres undefined)	5	0	0	-7	0	0	12	3	-2	-2
CCN1CCN(Cc2cc(=O)oc3ccc(C)cc23)CC1	nt	nt	-2	-29	1	3	nt	8	-2	nt
CCc1noc(C)c1C(=O)Nc1ncc(C)s1	-11	0	16	1	-1	3	-37	-4	0	-5

New compounds follow
SMILES	Platelet DG rel	HSF-1 act	IEC-6 cytotox	KLF5 inh	GSK3beta inhib	HSP90 inh	aSyn 5UTR inh	DYRK1A inh	GSK3A inh	HSF1 inh
CC[C@@H](C(=O)[C@@H](C)[C@@H](O)[C@H](C)CCc1ccc(C)c(O)c1C(=O)O)[C@H]1O[C@](CC)([C@H]2CC[C@](O)(CC)[C@H](C)O2)C[C@@H]1C	0	38	91*	32	3	-6	100*	-9	-7	32
O=C(Nc1nnc(SCc2cccc3ccccc23)s1)C1COc2ccccc2O1 (centres undefined)	12	12	3	-8	0	1	6	0	-1	-7
COC(=O)C1=C(C)N(C)C(=S)N(C)C1c1ccc(OC)cc1 (centres undefined)	-8	37	-4	3	1	-2	-2	-2	0	16
CN1/C(=C/C2CC(=O)N(c3cccc4ccccc34)C2=O)C(C)(C)c2ccccc21 (centres undefined)	-2	-13	2	-19	2	2	27	-9	-4	0
CC(C)Sc1snnc1-c1ccccc1	-1	36	3	4	-1	2	-13	-5	3	5
Cc1nc(S(=O)(=O)Cc2ccc(Cl)cc2)nc2c1CCC2	3	-9	-3	-7	0	0	15	2	9	-4
CCOc1ccc(CNc2ccc(N3CCOCC3)c(C(=O)O)c2)cc1	-13	-16	1	-20	1	-2	9	2	-2	-15
CCCn1c(SCC(=O)Nc2ccccc2-c2ccccc2)nnc1-c1ccoc1C	nt	12	-4	-20	0	-2	2	3	-1	1
C/C(CCc1ccc2c(c1)OCO2)=N\N=C(/N)SC1CC(=O)N(c2ccccc2F)C1=O (centres undefined)	3	11	-9	-24	-1	-3	19	3	-1	-3
C=CCN1CC2CC3(COc4cc(C)cc(C)c4)C=CC2(O3)C1=O (centres undefined)	-21	20	-3	-15	5	0	21	-4	2	-6
